Source: PubChem BioAssay (National Center for Advancing Translational Sciences (NCATS))
NPSR antag: blocks cAMP signaling of the human neuropeptide S receptor | Q6W5P4 | 220,000 compounds, 1% hits | CHO-NPSR cells, cAMP TR-FRET, antagonist mode | Potency, µM (doses to about 38.3 µM), inactives show at the highest dose activity change, negative = inhibition, actives largely listed as inhibitors; also: potency is read from the fitted curve at half-maximal effect; % is scaled to controls: 0 for no effect and ±100 for the full control effect; nearly all actives have a fitted effect of over 50% in size; many of its hits are not listed in these tables
Target sequence (Q6W5P4 whole entry, looked up): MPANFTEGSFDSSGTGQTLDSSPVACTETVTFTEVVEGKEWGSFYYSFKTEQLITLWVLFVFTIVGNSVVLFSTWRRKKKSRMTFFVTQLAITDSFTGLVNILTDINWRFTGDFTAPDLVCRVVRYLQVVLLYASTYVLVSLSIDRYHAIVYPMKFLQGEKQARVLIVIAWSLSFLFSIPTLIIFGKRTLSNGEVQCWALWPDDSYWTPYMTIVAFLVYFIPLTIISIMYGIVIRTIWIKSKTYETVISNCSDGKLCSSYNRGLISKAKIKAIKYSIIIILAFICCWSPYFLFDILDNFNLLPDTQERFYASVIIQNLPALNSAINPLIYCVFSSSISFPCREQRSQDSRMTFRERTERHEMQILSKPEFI
KinaseGlo FLuc: Kinase-Glo luciferase inhibition (counter-screen); Q27757; Kinase-Glo luciferase, ATP luminescence, 8 min; Potency, µM (highest dose often 38.3 µM), without a hit: top-dose activity change, negative = inhibition, most hits filed as inhibitors; 200,000 compounds, 0.28% hits; also: potency is read from the fitted curve at half-maximal effect; % is scaled to controls: 0 for no effect and ±100 for the full control effect; nearly all actives have a fitted effect of over 60% in size
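Inhibition of Kinase-Glo luciferase light generation was assessed at 10 uM ATP in pH 7.2 imidazole buffer, with luminescence measured after eight minutes at ambient temperature.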
Lamin A splicing: LMNA splicing modulation; Potency, µM (top dose mostly 46.1 µM), for inactives: at the top dose ratio change, negative = inhibition, most hits filed as inhibitors; AID 1487; HeLa LMNA splicing GFP/RFP minigene ratio, 48 h; 200,000 compounds, 0.01% hits; active = well fitted inhibition curve with a large enough effect in the signal ratio, with a control signal flat, not every such curve was filed as active; inconclusive = small, poorly fitted or top-dose-only effect, or effect the other way, or a change in a side signal; the % refers to the signal ratio; also: potency is read from the fitted curve at half-maximal effect; % is scaled to controls: 0 for no effect and ±100 for the full control effect
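S3 HeLa stable clones carrying a lamin A-EGFP splicing minigene plus DsRed2 were seeded at 600 cells/well in Opti-MEM with 2% FBS, pin-dosed and incubated 48 h at 37°C. Acumen cytometry (488 nm) gave the GFP/RFP total-intensity ratio.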
CBFb RUNX1 block: CBF-beta/RUNX1 interaction disruption; AlphaScreen CBFb-His/RUNX1-biotin binding, biochemical; Potency, µM (series often up to 59.8 µM), for the others: top-dose activity, negative = inhibition, most hits filed as inhibitors; 230,000 tested, under 10 active; also: % of control where 0% means no effect
Target sequence (Q01196 whole entry, looked up): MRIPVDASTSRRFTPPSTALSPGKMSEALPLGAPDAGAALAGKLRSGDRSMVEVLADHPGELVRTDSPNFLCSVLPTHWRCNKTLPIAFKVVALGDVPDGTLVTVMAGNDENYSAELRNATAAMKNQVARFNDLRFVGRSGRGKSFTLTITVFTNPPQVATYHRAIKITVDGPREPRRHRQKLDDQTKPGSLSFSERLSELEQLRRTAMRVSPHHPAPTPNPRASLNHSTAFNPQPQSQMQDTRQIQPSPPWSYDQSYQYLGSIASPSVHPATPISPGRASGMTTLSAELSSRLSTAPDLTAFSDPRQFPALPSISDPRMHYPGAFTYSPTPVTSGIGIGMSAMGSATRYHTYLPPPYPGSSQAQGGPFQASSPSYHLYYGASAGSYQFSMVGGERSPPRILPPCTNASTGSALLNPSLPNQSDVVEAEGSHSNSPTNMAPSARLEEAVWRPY
Target sequence (Q13951 whole entry, looked up): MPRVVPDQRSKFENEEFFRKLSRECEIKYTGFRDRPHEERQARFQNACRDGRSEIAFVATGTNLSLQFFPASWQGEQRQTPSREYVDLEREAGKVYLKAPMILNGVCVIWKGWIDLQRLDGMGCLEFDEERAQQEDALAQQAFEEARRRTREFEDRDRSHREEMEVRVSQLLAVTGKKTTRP
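Interaction loss through any mechanism counts as activity. Pre-formed complex of His-CBF-beta and biotin-RUNX1 (30 nM apiece) is incubated with compound 15 min, then with 50 ng nickel and 50 ng streptavidin beads for 90 min before AlphaScreen detection.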
IMPase Li inh: cell-permeable IMPase inhibitors with lithium potentiation; CHO-M1 cells, IP1 TR-FRET (IP-One), carbachol + lithium; Potency, µM (series often up to 59.4 µM), for the others: top-dose activity, negative = IMPase inhibition, actives largely listed as inhibitors; 210,000 compounds, 0.35% hits;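 also: IP1 builds up when IMPase is blocked and the TR-FRET signal falls; potency is read from the fitted curve at half-maximal effect; plate controls were basal vehicle for no effect and high inhibitor control for full effect; nearly all actives have a fitted effect of over 50% in size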
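Concentration–response in CHO-M1 cells, lithium-potentiated; 30 min at 37C. IP1 detected by competitive TR-FRET after 10 min lysis at RT. Hill-fitted AC50.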
Epigenetic reg: regulators of epigenetic silencing causing reporter derepression in mouse cells; murine LDR cells, GFP reporter derepression, 30 h; Potency, µM (doses to about 53.9 µM), for the others: at the top dose GFP activation, hits mostly activators; 280,000 compounds, 0.2% hits; AID 1865; also: potency is read from the fitted curve at half-maximal effect; % of control where 0% means no effect; nearly all actives have a fitted effect of over 60% in size
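Derepression of a silenced CMV-GFP reporter in murine LDR cells is scored by enumerating GFP-positive cells with a laser-scanning microplate cytometer after 30 hours of treatment at 37 C.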
HTT aggregate: inhibitors of mutant huntingtin aggregate formation in PC12 cells; AID 1688; Potency, µM (doses to about 46.1 µM), without a hit: top-dose activity change, negative = inhibition, hits mostly inhibitors; 220,000 compounds, 1.1% hits; PC12 HttQ103-GFP aggregates, Acumen cytometry, 40 h; also: potency is read from the fitted curve at half-maximal effect; % is scaled to controls: 0 for no effect and ±100 for the full control effect; nearly all actives have a fitted effect of over 60% in size
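PC12 cells stably carrying ecdysone-inducible HTT exon 1 Q103–GFP were induced with tebufenozide (100 nM final) and treated with library compounds in titration. GFP aggregates in lysates were counted by laser scanning cytometry.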
* hit, by the source's call; ? = inconclusive; · = no result given; [ ] = remark or other dose. Unless noted, calls follow the shape of the dose curve; as a rule, active = well fitted curve in the direction sought with a large enough effect; inconclusive = small, poorly fitted or top-dose-only effect, or another doubt; inactive = no such curve, though single readings can be large; an effect the other way counts as inactive or inconclusive. These rows are one share of the data; the hit share may differ from the screen's.

Every second line gives: CBFb RUNX1 block, Lamin A splicing, HTT aggregate, Epigenetic reg, KinaseGlo FLuc, IMPase Li inh, NPSR antag
O=C(COc1ncnc2c(Cl)cc(Cl)cc12)NCCC1=CCCCC1
  -7%, 13%, 10%, 0.8%, -4%, -4%[38.3 µM], -2%[46.1 µM]
CCOC(=O)c1sc(NC(=O)CSc2ncn(-c3ccccc3)n2)nc1C
  0%, 4%, -21%, -8.3%, 3%, 5%, -21%[46.1 µM]
CC(=O)NS(=O)(=O)c1ccc(NC(=O)c2cc3c(=O)n4ccccc4nc3s2)cc1
  7%, ·, -7%[9.22 µM], 0.1%, ·, ·, 9%
O=C(N/N=C/c1cc(Cl)cc(Cl)c1O)c1ccncc1
  ·, ·, -7%[9.22 µM], 1.1%, ·, ·, -4%[7.67 µM]
Nc1nc(NC(=O)c2cccs2)nn1-c1ccccc1
  7%, ?, 0%, 0.3%, 6%, -7%[38.3 µM], -22%[46.1 µM]
COc1cc(C(=O)NNC(=O)c2ccoc2C)cc(OC)c1OC
  -2%, ·, 4%[9.22 µM], -7.3%, 1%, 9%, -5%
O=c1c2cc(N3CCOCC3)ccc2[nH]c(=S)n1CCc1ccccc1
  8%, ·, -13%, 16%, ·, -13%, -54%
COc1ccc(C(=O)CN2C3=NCCCN3c3ccccc32)cc1OC
  2%, -16%, 4%, -8.2%, -1%, 5%, 5%
COc1ccc(Cc2nnc(SCC(=O)NCCc3ccccc3)o2)cc1
  3%, 4%, 3%, 0.8%, -5%, 2%[38.3 µM], -36%[46.1 µM]
Nc1nonc1-c1nc2ccccc2[nH]1
  0%, 0%, 3%, 1.3%, -1%, 12%[38.3 µM], ?
CCN(CC)c1ccc([N+](=O)[O-])cc1C(=O)O
  -7%, -7%, ?, -0.9%, ·, ·, 3%[46.1 µM]
CCOCCCNCC(=O)Nc1ccccc1N1CCOCC1
  7%, -3%, 1%, 0.0%, 0%, 7%[38.3 µM], -2%[46.1 µM]
Cc1ccc(NC(=S)N(Cc2cccc(Br)c2)CC2CCC(C(=O)O)CC2)cc1 (stereo not drawn)
  -1%, ·, 1%, -0.3%, ·, -3%, -46%
O=S(=O)(c1ccc(NC(=S)N2CCN(c3ccc(O)cc3)CC2)cc1)N1CCOCC1
  -16%, 10%[9.22 µM], -31%, -0.5%, 3%, -1%, 0%
COC(=O)c1scc(C)c1N/N=C(\C)c1ccc(F)cc1F
  18%, ?, 14%, -0.2%, -2%, 18%[38.3 µM], -6%[46.1 µM]
CCCCCSc1nc(C)c(CC(=O)O)c(=O)[nH]1
  -2%, 7%, 19%, -1.0%, 4%, 6%, 13%
CC1(C)Cc2ccccc2C(NNC(=O)c2ccccc2)=N1
  1%, ·, 15%, -0.3%, ·, -6%, 20%
Nc1cc(-c2cccc(F)c2)nn1S(=O)(=O)c1cccc2nsnc12
  -10%, -7%, -19%, -1.0%, 0%, 10%, 3%[46.1 µM]
CCOC(=O)c1cc(CC)sc1N1C(=O)CC(Sc2ncccc2C(=O)O)C1=O (stereo not drawn)
  4%, -19%[46 µM], 9%, -0.4%, 3%, -6%, -2%
CCOC(=O)c1cc(C)sc1N1C(=O)C2C3C=CC(C3)C2C1=O (stereo not drawn)
  3%, 1%, -4%, 1.0%, -4%, 3%[38.3 µM], -1%[46.1 µM]
COc1nc(-c2ccccc2)ccc1-c1noc(-c2ccccc2)n1
  1%, -3%, 19%, 1.0%, -1%, 9%[38.3 µM], -6%[46.1 µM]
CCOC(=O)C1CCN(c2ncnc3cc(OC)c(OC)cc23)CC1
  18%, ·, 14%[9.22 µM], 1.1%, ·, ·, 2%
COCCNC(=O)C(c1ccccc1)N(C(=O)Cn1nnc2ccccc21)c1cccnc1 (stereo not drawn)
  12%, 7%, 4%, 0.8%, 3%, -16%[38.3 µM], -8%[46.1 µM]
CN1CCN(NC(=O)c2ccc(S(=O)(=O)N3CC4(C)CC3CC(C)(C)C4)cc2)CC1 (stereo not drawn)
  5%, ·, -5%[9.22 µM], 6.5%, ·, ·, 2%
Cc1ccc(S(=O)(=O)Nc2ccncc2)c(C)c1N(C)S(=O)(=O)c1ccc(F)cc1
  3%, -6%, 6%, 0.0%, -1%, 2%, 11%
CC1CN(CCn2cnc3c(N)ncnc32)CC(C)O1 (stereo not drawn)
  1%, ·, 6%[9.22 µM], 1.4%, ·, ·, -21%
O=C1OC(c2ccccc2)C2(CCCC2)C(=O)C12CCCC2 (stereo not drawn)
  5%, 17%, -3%, 6.8%, -1%, 26%[38.3 µM], -10%[46.1 µM]
CC(=O)c1cccc(S(=O)(=O)N2CCC(C(=O)O)CC2)c1
  1%, -1%[46 µM], 13%, -0.9%, -3%, 0%, 5%
CC(=O)c1sc(NC(=O)COc2ccc(Br)cc2)nc1C
  2%, -10%[46 µM], 1%[9.22 µM], 1.1%, 0%, ?, ?
COc1ccc(OC)c(/C=C(\NC(=O)c2ccccc2)C(=O)N/N=C/c2ccc(C)s2)c1
  -11%, -1%, -4%, -1.7%, 2%, -1%[38.3 µM], -30%[46.1 µM]
O=C1CC(SC(=Nc2ccccc2)Nc2ccccc2)C(=O)N1c1cccc2ccccc12 (stereo not drawn)
  -2%, 4%[0.0737 µM], -4%, -1.8%, 4%, -18%[38.3 µM], -26%[46.1 µM]
O=S(=O)(c1ccc(Cl)cc1)N1CCN(Cc2ccc(O)c3ncccc23)CC1
  4%, ·, 5µM*, ?, 0%, 4%, -1%
COc1ccc(N=C2NN=C(c3ccc4c(c3)OCCO4)CS2)cc1
  ?, -2%, 1%[9.22 µM], 0.7%, 5%, ?, -7%[46.1 µM]
Cc1cccc(C(=O)N2CCN(c3ccc(N4CCOCC4)nn3)CC2)c1
  4%, ·, 5%[9.22 µM], 0.0%, ·, ·, 5%
COc1ccc(CCn2cnc3c([nH]c4ccccc43)c2=O)cc1
  3%, ·, -2%[9.22 µM], 0.1%, ·, ·, 9%
CCOC(=O)N1CCC(Nc2c(NCCN3CCN(Cc4ccccc4)CC3)c(=O)c2=O)CC1
  7%, -7%, 14%, -1.8%, 3%, 24%[38.3 µM], -1%[46.1 µM]
Cn1c(SCC(=O)N/N=C/c2ccccn2)nnc1-c1ccccc1
  -3%, ·, -3%[9.22 µM], 0.5%, ·, ·, -13%
COC(=O)c1sc(NC(=O)COc2c(C)cccc2C)nc1C
  0%, ·, -6%[9.22 µM], 0.1%, 0%, 18%, -40%
CC(=O)c1cc(F)c(N2CCN(C(=O)c3ccco3)CC2)cc1C
  2%, 11%, -18%, -3.0%, 0%, 11%[38.3 µM], -14%[46.1 µM]
O=C1NC(c2cccs2)Nc2ccccc21 (stereo not drawn)
  ?, 12%, 7%, -0.7%, -3%, -3%[38.3 µM], 2%[46.1 µM]

Compounds from the list above that contain bromine (two):
Every second line gives: CBFb RUNX1 block, Lamin A splicing, HTT aggregate, Epigenetic reg, KinaseGlo FLuc, IMPase Li inh, NPSR antag
Cc1ccc(NC(=S)N(Cc2cccc(Br)c2)CC2CCC(C(=O)O)CC2)cc1 (stereo not drawn)
  -1%, ·, 1%, -0.3%, ·, -3%, -46%
CC(=O)c1sc(NC(=O)COc2ccc(Br)cc2)nc1C
  2%, -10%[46 µM], 1%[9.22 µM], 1.1%, 0%, ?, ?

Other entries:
Every second line gives: CBFb RUNX1 block, Lamin A splicing, HTT aggregate, Epigenetic reg, KinaseGlo FLuc, IMPase Li inh, NPSR antag
COc1ccc(NC(=O)CC2C(=O)N(C)C(=S)N2Cc2cccs2)cc1 (stereo not drawn)
  -3%, -3%, 7%, -1.3%, -4%, -3%, 7%
CCC(CC)NC(=O)COC(=O)CCC(=O)c1ccc(Cl)cc1
  7%, -8%[46 µM], 2%, -0.2%, 0%, 2%, -7%
COc1ccc(/C=N/Nc2nc(N3CCCC3)nc(N3CCCC3)n2)cc1O
  -1%, 1%, 29%, -1.1%, -2%, 10%[38.3 µM], -1%[46.1 µM]
Cc1cc(Cl)c(S(=O)(=O)Nc2ccccn2)cc1OCC(N)=O
  13%, 20%, -6%, -1.1%, -3%, 6%[38.3 µM], 14%[46.1 µM]
COCCN(C(=O)CC(C)(C)C)c1nnc(-c2cccnc2)s1
  2%, -11%, 12%, -2.0%, -4%, -3%, -9%[46.1 µM]
C=C1SC(=Nc2ccccc2Cl)N(C(=O)c2sc3ccccc3c2Cl)C1(C)C
  0%, ·, 6%[9.22 µM], -3.5%, ·, ·, ?
Cc1ccc2nc(-c3ccccc3)cc(C(=O)O)c2c1
  3%, 4%, 0%, -0.7%, 0%, 2%[38.3 µM], -16%[46.1 µM]
O=C(c1c(Cl)cccc1Cl)N1CCN(c2cccc3[nH]ccc23)CC1
  11%, ·, -14%[9.22 µM], 0.2%, ·, ·, 10%
COc1ccc(-c2cc(C(F)(F)F)nc(N3CCN(C)CC3)n2)cc1
  3%, -25%, -9%, -1.4%, -9%, 3%[38.3 µM], -11%[46.1 µM]
Cn1c(SCC(=O)NNC(=O)c2ccc(Cl)cc2)nnc1-c1cccnc1
  10%, 3%[46 µM], 1%, -1.4%, 3%, -3%, 10%
O=C1NC2(CCCC2)C(=O)N1CCS(=O)(=O)Oc1ccccc1
  8%, ·, -11%, -2.2%, 0%, 3%, 11%
CCOc1ccccc1NC(=O)CC(O)(C(F)(F)F)C(F)(F)F
  7%, -14%, -11%, 7.0%, 3%, -10%, -12%[46.1 µM]
COc1ccc(-c2nnc(SCC(=O)c3[nH]c(C)c(C(C)=O)c3C)o2)cc1
  8%, -16%, -15%, -1.0%, -1%, 22%[38.3 µM], -10%[46.1 µM]
CCc1cc(-c2n[nH]c(CCC(=O)O)c2-c2nc3ccccc3n2C)c(O)cc1O
  -1%, ·, -4%, -0.9%, 1%, -5%, 17%
COc1cc(C(=O)Nc2cccc(-c3nc4ccccc4o3)c2C)cc(OC)c1OC
  8%, 2%, 5%, 1.3%, -5%, -5%[38.3 µM], ?
Cc1cc(OCCCC(=O)NC2=NCCS2)ccc1Cl
  1%, 2%, -9%, 0.0%, 0%, 26%[38.3 µM], 4%[46.1 µM]
O=C(CCCOc1ccccc1)Nc1cccnc1
  4%, -4%, 0%, 0.0%, 0%, -1%, -13%[46.1 µM]
O=C(COc1cccc2ccccc12)N/N=C/c1ccc(Sc2nc3ccccc3s2)o1
  -7%, -26%, 7%, -0.2%, -3%, 21%[38.3 µM], -28%[46.1 µM]
COC(=O)CNC(=O)C1CCCN1C(=O)OC(C)(C)C (stereo not drawn)
  -7%, 0%, 19%, -0.1%, -1%, 25%[38.3 µM], -8%[46.1 µM]
NS(=O)(=O)c1ccc(NC(=O)CCCC(=O)O)cc1
  3%, ·, 15%, -2.6%, 0%, -5%, 11%
CCCN1C=CC(=CC=C(C#N)C#N)C=C1
  -1%, ·, -12%[9.22 µM], 0.9%, ·, ·, 56%
